PKM2 act: qHTS Assay for Activators of Human Muscle isoform 2 Pyruvate Kinase; Pyruvate kinase PKM (Homo sapiens), P14618; purified PKM2, Kinase-Glo ATP luminescence, activation; response scale: 0% is enzyme alone, no compound; Potency, µM (titrated, usually from 57.5 µM), inactives show top-dose activation, most hits filed as activators; 260,000 tested, 0.34% active; AID 1631, 2009; note: potency is the fitted concentration of half-maximal effect; % is set by controls: 0 for no effect and ±100 for the full control effect; nearly all actives have a fitted effect of over 55% in size
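Purified hPK-M2 (>95%) run at intermediate activity with 0.1 mM ADP and 0.5 mM PEP in 50 mM imidazole pH 7.2, KCl, MgCl2; 1 h room temperature. ATP formed read by Kinase-Glo luminescence; normalized to uninhibited and no-enzyme controls.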
GALK inhibitor: qHTS Assay for Inhibitors of Human Galactokinase (GALK); Purified GALK, Kinase-Glo residual ATP luminescence; Potency, µM (doses to about 57.5 µM), without a hit: at the top dose activity change, negative = inhibition, actives largely listed as inhibitors; 270,000 tested, 0.007% active; P51570; note: potency is the fitted concentration of half-maximal effect; % is set by controls: 0 for no effect and ±100 for the full control effect
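5 nM enzyme, 35 uM ATP, 100 uM galactose, 20 mM HEPES pH8.0, 5 mM MgCl2; 1 h RT; residual ATP by Kinase-Glo Plus luminescence, qHTS format.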
hERG WT inh: qHTS for Inhibitors of KCHN2 3.1: Wildtype qHTS; 340,000 tested, 0.37% active; Voltage-gated inwardly rectifying potassium channel KCNH2 (Homo sapiens), Q12809; activity change, % at 1.84 µM; U2OS, BacMam KCNH2, thallium flux FluxOr; stronger effect = lower value; AID 720551, 2013;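 active = maximum activity change below -70%; inconclusive = maximum activity change between -70% and -50%; inactive = maximum activity change above -50%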; note: % is set by controls: 0 for no effect and ±100 for the full control effect
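U2OS cells transduced with wild-type KCNH2 virus are loaded with FluxOr dye for 45 min, and thallium flux is measured in kinetic reads before and after stimulation buffer. Rate constants are normalized to DMSO controls.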
KCNH2 3.1 inh: qHTS for Inhibitors of KCHN2 3.1: Mutant qHTS; Potassium voltage-gated channel subfamily H member 2, brain isoform KCNH2 3.1 (human); U2OS KCNH2 3.1, thallium flux FluxOr; stronger effect = lower value; activity change, % (tested at about 1.8 µM); 340,000 tested, 0.95% active;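 active = maximum activity change below -70%; inconclusive = maximum activity change from -70% to -50%; inactive = maximum activity change above -50%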;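 note: thallium influx rate constant from kinetic fluorescence after stimulation buffer; % is set by controls: 0 for no effect and ±100 for the full control effect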
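Virally transduced U2OS (3.1 isoform, 4 h infection in dark at RT) → overnight 37 C → FluxOr + Red40 in HBSS/HEPES, 45 min → stimulation buffer, 2 min kinetic read → rate constant vs DMSO controls.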
FBPA coupling cs: qHTS Assay for Inhibitors of Fructose-1,6-bisphosphate Aldolase from Giardia Lamblia: Coupling assay counterscreen; coupling enzyme system counterscreen, AmpLite Red fluorescence; activity change, negative = inhibition, % at 58.2 µM, hits read low; 290,000 tested, 0.67% active; AID 2472, 2010; in the data active = activity change below about -30%; note: % is set by controls: 0 for no effect and ±100 for the full control effect
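Compounds tested against the coupling enzymes alone at 57.5 uM final; readout was AmpLite Red fluorescence (525/598 nm) after 20 min at RT.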
USP2a block: qHTS Assay for Inhibitors of Ubiquitin-specific Protease USP2a Using CHOP2 as the Reporter; USP2 core, Ub-CHOP2 coupled fluorogenic reporter, 485/531; Ubiquitin carboxyl-terminal hydrolase 2 (Homo sapiens), O75604; Potency, µM (doses to about 38.3 µM), for the others: at the highest dose activity change, negative = inhibition, hits mostly inhibitors; 330,000 tested, 0.01% active;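 note: potency is the fitted concentration of half-maximal effect; plate controls were DMSO wells for no effect and full inhibition by NEM control for full effect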
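Deubiquitinase activity read as fluorescence (485/531 nm) after Ub-CHOP2 cleavage activates the enterokinase reporter on its substrate; USP2 core 10nM, Ub-CHOP2 and substrate 25nM each, 30min compound preincubation then 60min RT; data normalized to NEM, curves fitted.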
TRPV1 agonist: HTS Assay for Compounds that Act as Agonists of the Vanilloid Receptor 1; TRPV1-expressing cells, Fluo-8 calcium influx, agonist mode; 320,000 tested, 0.19% active; activation, % at 8.33 µM; AID 540275, 2011; in the data active = activation above about 80%; inconclusive = between about 30% and that limit; note: 0% is about no effect
Target sequence (Q8NER1 whole entry, looked up): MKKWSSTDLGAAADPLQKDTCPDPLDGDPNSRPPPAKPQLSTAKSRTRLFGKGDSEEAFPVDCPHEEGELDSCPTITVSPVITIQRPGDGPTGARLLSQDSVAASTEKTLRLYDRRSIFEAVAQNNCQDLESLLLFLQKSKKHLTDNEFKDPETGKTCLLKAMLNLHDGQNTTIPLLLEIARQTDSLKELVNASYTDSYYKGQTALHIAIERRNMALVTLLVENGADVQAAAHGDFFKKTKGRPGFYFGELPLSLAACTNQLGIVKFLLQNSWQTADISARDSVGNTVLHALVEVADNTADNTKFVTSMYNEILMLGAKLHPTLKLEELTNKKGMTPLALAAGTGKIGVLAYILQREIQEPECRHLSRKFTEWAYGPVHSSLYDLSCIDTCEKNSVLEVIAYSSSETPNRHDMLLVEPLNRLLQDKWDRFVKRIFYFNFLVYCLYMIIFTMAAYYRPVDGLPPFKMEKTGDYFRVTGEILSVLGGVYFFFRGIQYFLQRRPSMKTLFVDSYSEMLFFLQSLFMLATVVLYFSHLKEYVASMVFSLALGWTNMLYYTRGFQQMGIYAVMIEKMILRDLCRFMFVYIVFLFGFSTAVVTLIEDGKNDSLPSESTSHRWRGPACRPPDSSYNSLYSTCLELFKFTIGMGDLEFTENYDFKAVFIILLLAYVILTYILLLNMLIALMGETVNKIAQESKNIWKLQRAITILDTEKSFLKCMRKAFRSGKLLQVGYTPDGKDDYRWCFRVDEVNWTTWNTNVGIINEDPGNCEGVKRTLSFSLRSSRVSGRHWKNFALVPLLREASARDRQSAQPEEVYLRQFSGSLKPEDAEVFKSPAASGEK
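TRPV1-expressing cells were cultured overnight at 35.5C and loaded with Fluo-8 calcium dye for 40 to 90 min at room temperature. After a 10 s baseline, compound was added and calcium influx was read kinetically for 3 min (ex 480/em 520 nm).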
Giardia kill: Small Molecules that selectively kill Giardia lamblia: qHTS; Giardia lamblia trophozoite viability; activity change, % at 7.66 µM, hits read low; 340,000 tested, 0.15% active; AID 540267, 2011; in the data active = activity change below about -80%; inconclusive = between about -30% and that limit;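 note: parasites exposed to compound for two days anaerobically before the ATP read; % is set by controls: 0 for no effect and ±100 for the full control effect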
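Media and compound were dispensed first, then trophozoites at 100 cells/well; plates sat 48 hrs at 37 deg C without oxygen before ATP luminescence reagent was added and read after 15-30 min at room temperature.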
Menin MLL FP TR: qHTS Assay for Inhibitors Targeting the Menin-MLL Interaction in MLL Related Leukemias: Competition With Texas Red Labeled MLL-derived Mutant Peptide; O00255; Menin + Texas Red MLL mutant peptide, fluorescence polarization; 270,000 tested, 0.23% active; AID 1768, 2009; Potency, µM (doses to about 61.6 µM), for inactives: at the top dose FP activity change, negative = inhibition, most hits filed as inhibitors; active = well fitted inhibition curve with a large enough effect in the polarisation, with a control signal flat, not every such curve was filed as active; inconclusive = small, poorly fitted or top-dose-only effect, or effect the other way, or a change in a side signal; inactive = no such curve, though single readings can be large or run the other way; the % refers to the polarisation; note: potency is the fitted concentration of half-maximal effect; % of control where 0% means no effect; many of its hits are not listed in these tables
CXXC DNA block: qHTS Fluorescence Polarization Assay for Inhibitors of MLL CXXC domain - DNA interaction | Histone-lysine N-methyltransferase 2A (Homo sapiens), Q03164 | MLL-CXXC / FITC-HOXA9 DNA fluorescence polarization | Potency, µM (top dose mostly 115 µM), without a hit: top-dose activity change, negative = inhibition, actives largely listed as inhibitors | 290,000 tested, 0.037% active | AID 2662, 2010; active = well fitted inhibition curve with a large enough effect in the polarisation, with a control signal flat, not every such curve was filed as active; inconclusive = small, poorly fitted or top-dose-only effect, or effect the other way, or a change in a side signal; inactive = no such curve, though single readings can be large or run the other way; the % refers to the polarisation; note: potency is the fitted concentration of half-maximal effect
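Steps: dispense CXXC domain solution (7 uM) → pin compounds or unlabeled HOX-A9 DNA control → 5 min ambient → add FLSN-HOX-A9 solution (50 nM) → spin → 30 min ambient → fluorescence polarization. Tris pH 7.5/NaCl/DTT/BSA buffer.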
B2AR arrestin: qHTS assay of beta-arrestin-biased ligands of beta2-adrenergic receptor. 330,000 tested, 0.02% active. Beta-2 adrenergic receptor (Homo sapiens), P07550. Potency, µM (doses to about 46.1 µM), for inactives: at the highest dose activation, most hits filed as activators. beta-arrestin recruitment to beta2AR, cell-based reporter;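 note: potency is the fitted concentration of half-maximal effect; 0% = DMSO controls and full agonism = EC100 isoproterenol or metaproterenol; nearly all actives have a fitted effect of over 65% in size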
* hit, by the source's call; ? = inconclusive; / = no result given; [ ] = dose if it differs, or a comment. Unless noted, calls come from the whole dose curve; as a rule, active = well fitted curve in the direction sought with a large enough effect; inconclusive = small, poorly fitted or top-dose-only effect, or another doubt; inactive = no such curve, though single readings can be large; an effect the other way counts as inactive or inconclusive. Only part of the results is shown, so the mix of outcomes need not match the whole.

SMILES	PKM2 act	GALK inhibitor	hERG WT inh	KCNH2 3.1 inh	FBPA coupling cs	USP2a block	TRPV1 agonist	Giardia kill	Menin MLL FP TR	CXXC DNA block	B2AR arrestin
CCOC(=O)Cc1csc(NC(=O)c2cccnc2)n1	-3.6%	2.2%	-1.3	13.1	-0.4	1.1%	-2.6	-9.5	-1.9%	17.9%	0.0%
COc1ccc2c(c1OC)C(=O)OC2N1C(=O)CC[C@H]1C(=O)Nc1ccc2c(c1)OCO2 (stereo partly specified)	2.6%	/	-22.8	8.4	-0.5	2.6%	1.4	2.1	0.5%	0.6%	-0.6%
COc1ccccc1CCNC(=O)C(=O)NCC1OCCN1S(=O)(=O)c1ccc([N+](=O)[O-])cc1 (stereo unspecified)	/	-4.9%	15.3	-24.4	0.3	-1.1%	-2.3	-3.4	?	2.9%	-0.2%
CC(NS(=O)(=O)c1ccc2c(c1)c(=O)n(C)c(=O)n2C)C(=O)NC1CCCCC1 (stereo unspecified)	/	2.3%	-9.1	2.1	-1.4	2.0%	2.1	-2.3	12.5%	23.2%	-0.2%
COCCn1c(COc2cccc(OC)c2)nnc1SCC(=O)NC1CCCCC1	-4.8%	-1.0%	4.0	11.5	-0.4	-1.6%	3.6	7.7	-22.8%	13.1%	-0.5%
Cc1ccccc1NC(=O)CC(C)S(=O)(=O)c1ccc2c(c1)NC(=O)CO2 (stereo unspecified)	/	-1.1%	-1.0	6.5	/	1.0%	1.3	8.0	/	10.3%	0.5%
NC(=O)c1ccccc1-c1nc(-c2ccccc2)no1	-1.2%	2.6%	-15.3	-5.4	0.6	3.6%	0.6	-6.9	11.9%	-2.5%	-0.3%
Cc1coc2c(C)c3oc(=O)c(CC(=O)N[C@@H](CC(C)C)C(=O)O)c(C)c3cc12	/	0.6%	/	-1.4	1.6	3.4%	?	-9.6	-24.9%	3.5%	-0.8%
O=C(CSc1nccn1Cc1ccc(F)cc1)NC1CCCC1	-5.5%	-6.0%	13.3	5.9	2.0	-1.0%	2.5	15.6	-1.7%	4.6%	12.4%
O=C(c1ccc(Cl)cc1)C1CCN(C(=O)c2ccc(F)cc2)CC1	-6.2%	2.1%	7.5	5.9	-0.6	-1.1%	28.4	17.9	-10.9%	-7.4%	-0.9%
CCOC(=O)c1c(NC(=O)CCCC(=O)O)sc2c1CCC2	1.7%	-4.1%	3.1	0.5	14.3	0.9%	1.1	-18.3	5.4%	-9.7%	-0.3%
CCCc1ccc(OCc2ccccc2)c2c(=O)cc(C(=O)OCC)oc12	-1.8%	3.9%	0.1	7.8	1.3	3.0%	21.2	-18.6	/	11.1%	-1.5%
Nc1nnc(/C=C/c2ccccc2)s1	-0.9%	7.3%	-9.5	1.7	4.6	5.9%	-1.3	8.5	22.1%	-6.4%	-1.0%
O=C(CSc1nc(=O)n(CCCN2CCOCC2)c2c1CCCC2)Nc1ccc(Cl)cc1	/	/	15.6	-4.9	/	-0.5%	0.1	9.2	/	/	-0.1%
c1ccc(-c2csc(N3CCOCC3)n2)cc1	-9.3%	-0.4%	0.9	-7.6	1.4	4.0%	10.5	-2.4	/	-1.0%	0.0%
O=C1CN(C(=O)COC(=O)C2CC(=O)N(Cc3ccco3)C2)c2ccccc2N1 (stereo unspecified)	0.3%	1.9%	-6.9	-10.4	1.6	1.5%	-4.7	4.3	0.1%	-2.3%	-0.2%
O=C(CCC(F)(F)F)N1CCCC(CO)(CCc2ccccc2)C1 (stereo unspecified)	-2.6%	-0.1%	1.2	-0.2	0.1	2.3%	8.4	-5.7	3.3%	-4.4%	-0.4%
CC(=O)Nc1cccc(OCCCNC(=O)C2CCC2)c1	12.1%	1.0%	1.0	-2.4	0.4	1.0%	-1.1	5.2	/	-5.0%	-0.9%
Clc1ccc(OCCN2CCCCC2)cc1Cl	-3.8%	2.4%	0.7	11.5	0.7	4.0%	-2.9	-9.3	-10.9%	11.1%	3.0%
c1ccc(C(c2ccccc2)c2ccn[nH]2)cc1	/	/	5.6	-25.0	0.5	1.8%	0.7	-9.0	-9.5%	32.7%[activator]	-0.3%
COc1cc(/C=C/C(=O)OC[C@H]2O[C@H](OC3(CO)OC(CO)C(O)C3O)[C@H](O)[C@@H](O)[C@@H]2O)ccc1O (stereo partly specified)	/	/	-9.0	-41.2	/	2.0%	/	49.6[activator]	/	/	0.2%
CCCCN(Cc1cc2cc(OC)ccc2[nH]c1=O)S(=O)(=O)c1ccc(C)cc1	23.9%	/	3.4	-13.9	0.3	1.0%	24.2	-9.4	24.4%	/	-0.3%
COc1ccc(/C=C/C(=O)OCC(=O)NCc2ccco2)c(OC)c1	-1.5%	-3.0%	4.2	1.2	2.1	6.2%	1.3	?	7.0%	-7.5%	-0.8%
CCOC(=O)C1CCCN(S(=O)(=O)CCNC(=O)c2ccccc2)C1 (stereo unspecified)	/	/	4.6	12.4	/	1.2%	6.7	-0.8	/	/	-0.5%
Cc1ccc(S(=O)(=O)N2CCOCC2)cc1NC(=O)COC(=O)c1cc(=O)[nH]c2ccccc12	2.1%	14.5%	0.0	10.8	4.8	-19.4%	1.0	-4.2	8.2%	-5.1%	0.1%
SMILES	PKM2 act	GALK inhibitor	hERG WT inh	KCNH2 3.1 inh	FBPA coupling cs	USP2a block	TRPV1 agonist	Giardia kill	Menin MLL FP TR	CXXC DNA block	B2AR arrestin
N#CC(C(=O)Nc1ccccc1)=C1CCCCC1	-0.5%	0.8%	-31.3	-19.1	-0.6	-2.0%	19.3	0.5	10.1%	-2.5%	-0.1%
Cc1cc(C)c(C)c(S(=O)(=O)N2CCN(C(=O)c3ccncc3)CC2)c1C	/	/	4.8	-5.4	/	-0.1%	-0.1	-6.1	/	/	0.1%
O=C(NCCCn1ccnc1)C1CC(c2cccc(Br)c2)=NO1 (stereo unspecified)	-12.2%	-0.4%	-11.7	6.0	1.8	-0.8%	0.2	-1.4	-16.8%	0.8%	0.1%
Cc1ccc(Cl)cc1NC(=O)CN1CCN(C(=O)C2CCCO2)CC1 (stereo unspecified)	-0.1%	6.4%	0.5	-1.1	/	2.5%	1.0	2.7	/	26.1%	0.2%
COC(=O)CCN(Cc1ccccc1)S(=O)(=O)c1ccccc1Br	/	/	-0.9	-8.2	/	-0.9%	/	8.9	/	/	-0.1%
COc1cccc(NC(=O)c2nn(C)c3c2CS(=O)(=O)c2ccccc2-3)c1	/	-3.1%	2.6	10.3	0.2	-0.8%	-2.2	12.6	1.3%	1.3%	0.1%
CCOC(=O)[C@H]1[C@H]2COc3ccc(OC)cc3[C@@H]2N2C(=O)c3cc(OC)ccc3NC(=O)[C@@]12C	/	/	-1.2	1.2	/	1.7%	97.1*	-18.4	/	/	0.1%
COc1ccc(N(C(=O)c2cccnc2)S(=O)(=O)c2ccc3c(c2)n(C)c(=O)n3C)cc1	2.2%	1.0%	-4.3	18.4	1.9	1.0%	-1.4	-3.2	32.7%[activator]	17.6%	0.1%
C#CCCCCCCCCC(=O)NCCCC	/	9.5%	-0.4	-1.0	0.7	2.1%	21.8	2.6	-5.2%	-6.8%	0.3%
Cc1[nH]c2ccccc2c1/C=N/NC(=S)NC(C)C	2.8%	-0.7%	-5.4	-18.7	-1.6	-0.7%	1.8	5.8	?	-10.8%	-0.4%
Cc1ccccc1NC(=O)NC1(C(=O)N2CCOCC2)CCCCC1	-7.1%	2.8%	-2.4	-8.3	0.4	-0.8%	-0.5	-2.3	22.0%	16.6%	-0.5%
COc1ccc(-c2cc(C(F)(F)F)n3nc(C(=O)N4CCN5CCCC5C4)cc3n2)cc1OC (stereo unspecified)	/	-2.3%	-1.7	-13.0	-1.5	0.4%	-0.1	-0.8	-9.9%	29.3%	-0.6%
CC(=O)c1ccc(N2CCN(CC(=O)N(CC(C)C)c3c(N)n(CC(C)C)c(=O)[nH]c3=O)CC2)cc1	-2.9%	3.0%	-7.4	-5.4	0.0	1.3%	-2.8	-14.8	0.0%	0.4%	-0.4%

Screening results from PubChem.
